IDE exosite FP: displaces the probe from the exo-site of human IDE; purified IDE, FL-6b probe fluorescence polarization; hits give low values; z-score at 20 µM; 17,000 compounds, 6.3% hits;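 active = z-score of -3 or lower, meaning strong loss of probe binding signal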;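 note: His-tagged human IDE residues 42-1019 made in E. coli with 30 nM FL-6b probe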
Target sequence (P14735 42-1019 limits assumed): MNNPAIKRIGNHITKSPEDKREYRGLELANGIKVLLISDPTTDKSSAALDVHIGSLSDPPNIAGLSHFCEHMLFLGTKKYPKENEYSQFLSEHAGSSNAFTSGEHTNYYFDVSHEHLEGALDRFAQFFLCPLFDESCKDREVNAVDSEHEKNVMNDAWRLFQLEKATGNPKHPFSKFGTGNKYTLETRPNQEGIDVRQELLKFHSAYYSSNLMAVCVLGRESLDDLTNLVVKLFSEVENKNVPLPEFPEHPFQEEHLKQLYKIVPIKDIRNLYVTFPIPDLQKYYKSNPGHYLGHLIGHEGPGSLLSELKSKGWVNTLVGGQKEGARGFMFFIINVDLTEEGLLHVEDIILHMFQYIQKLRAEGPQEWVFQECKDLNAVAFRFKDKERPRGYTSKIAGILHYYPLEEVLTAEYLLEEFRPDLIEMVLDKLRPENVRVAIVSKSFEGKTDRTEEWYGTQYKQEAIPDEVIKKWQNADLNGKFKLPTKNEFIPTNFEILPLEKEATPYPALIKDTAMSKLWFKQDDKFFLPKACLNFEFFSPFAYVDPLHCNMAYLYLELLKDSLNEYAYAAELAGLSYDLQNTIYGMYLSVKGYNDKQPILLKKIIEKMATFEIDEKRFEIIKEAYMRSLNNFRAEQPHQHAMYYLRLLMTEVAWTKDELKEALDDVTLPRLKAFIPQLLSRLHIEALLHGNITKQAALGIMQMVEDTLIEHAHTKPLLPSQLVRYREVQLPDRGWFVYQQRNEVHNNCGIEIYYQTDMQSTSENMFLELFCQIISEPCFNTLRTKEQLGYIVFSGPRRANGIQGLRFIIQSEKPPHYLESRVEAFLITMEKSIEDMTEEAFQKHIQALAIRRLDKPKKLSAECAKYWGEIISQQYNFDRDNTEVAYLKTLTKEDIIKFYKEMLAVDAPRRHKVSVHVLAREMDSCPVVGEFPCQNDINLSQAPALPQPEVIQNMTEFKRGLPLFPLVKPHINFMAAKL
The depositor's hits bear a star; & = joins results of further samples.

smiles	IDE exosite FP
C[C@@H]1CCCCO[C@H](CN(C)C(=O)CCC(F)(F)F)[C@H](C)CN([C@H](C)CO)C(=O)c2cc(NC(=O)C3CCCCC3)ccc2O1	-1.12
CO[C@@H]1CN(C)C(=O)c2cc(NC(=O)Nc3ccccc3F)ccc2OC[C@@H](C)N(C(=O)c2cnccn2)C[C@H]1C	-0.389
N#Cc1cccc(-c2ccc(C3[C@@H]4CN(C(=O)c5cccnc5)C[C@H]3N4)cc2)c1 (stereo not given in full)	-0.624&1.91
COc1ccc([C@@H]2CC=CC[C@@H](C)Oc3ccccc3C(=O)N(C)[C@H](C(C)C)C(=O)N2)c(OC)c1 (mixture of isomers)	0.848
CCCNC(=O)N1[C@H](CO)[C@H](c2ccccc2-c2ccc(OC)cc2)[C@@H]1C#N	0.178
Cc1noc(C)c1S(=O)(=O)N(C)C[C@@H]1OCc2cn(nn2)CCCC(=O)N([C@H](C)CO)C[C@H]1C	-0.322
O=S(=O)(c1ccc(F)cc1)N1CCCCN2[C@H](C1)[C@H](c1ccc(-c3ccccc3)cc1)[C@@H]2CO	0.0777
N#C[C@H]1[C@H](c2ccccc2C2=CCCCC2)[C@@H](CO)N1C(=O)NC1CCCC1	1.99
N#C[C@@H]1[C@H](c2ccccc2-c2ccccc2)[C@@H](CO)N1c1ncc(-c2ccccc2)s1	2.69
N#C[C@H]1[C@H](c2ccc(C#CCC3CCCC3)cc2)[C@H](CO)N1C(=O)CN1CCOCC1	3.89
COc1ccc(C#Cc2ccc([C@@H]3[C@H]4CN(C(=O)Nc5cccc(F)c5)CCCCN4[C@H]3CO)cc2)cc1	3.78
CO[C@H]1CN(C)C(=O)c2cc(NC(=O)Cc3ccccc3)ccc2OC[C@H](C)N(C(=O)c2ccccc2F)C[C@@H]1C	0.469
CS(=O)(=O)N1CC(=O)N2[C@H](C1)[C@H](c1ccc(C#CCc3ccccc3)cc1)[C@@H]2CO	-3.39*
COc1ccc(C#Cc2ccc([C@H]3[C@@H](CO)N4C(=O)CN(C(=O)c5ccccc5)C[C@@H]34)cc2)cc1	1.76
CN1C(=O)c2cc(NC(=O)Cc3cccs3)ccc2OC[C@H]2O[C@@H](CC(=O)NCCCN3CCOCC3)CC[C@@H]21	-0.503
CO[C@@H]1CN(C)C(=O)c2cc(NC(=O)C3CCCCC3)ccc2OC[C@@H](C)N(Cc2cccnc2)C[C@@H]1C	1.66
CC(C)C#Cc1ccc([C@@H]2[C@H]3CN(S(=O)(=O)c4ccccc4)CC(=O)N3[C@H]2CO)cc1	-0.0162
COc1ccc2c3c([nH]c2c1)[C@@H](CO)N(C(=O)c1cccnc1)CC31CN(C(=O)Nc2cccc(F)c2)C1	1.56
Cc1cccc(-c2ccc([C@H]3[C@H](CO)N4CCCCN(C(=O)c5ccc6c(c5)OCO6)C[C@@H]34)cc2)c1	-2.15
O=C(CC1CC1)N1[C@@H]2CN(S(=O)(=O)c3ccccc3F)c3ccccc3[C@@H]2[C@@H]1CO	-0.428
C/C=C/c1ccc([C@H]2[C@@H](CO)N[C@@H]2CNC(=O)C2CCCCC2)cc1	3.86
CN(C)C(=O)c1ccc(-c2ccc(C3[C@H]4CNC[C@@H]3N4CC3CCCCC3)cc2)cc1 (stereo not given in full)	-0.236
COCC#Cc1ccc([C@@H]2[C@H](CO)N3CCCCN(C(=O)CN(C)C)C[C@@H]23)cc1	3.52
N#C[C@H]1[C@@H](c2ccccc2C2=CCCC2)[C@H](CO)N1S(=O)(=O)c1cccc(F)c1	1.63
Cc1ccc(-c2ccc([C@H]3[C@@H](CO)N4C(=O)CN(C(=O)c5ccncc5)C[C@@H]34)cc2)cc1	0.265
COc1ccc(NC(=O)N2CC(=O)N3[C@H](CO)[C@H](c4ccc(Br)cc4)[C@@H]3C2)cc1	-0.0524
O=C(C[C@@H]1CC[C@H]2[C@@H](COC[C@@H](O)CN2CC2CCOCC2)O1)NCC1CCCCC1	1.06
O=C(c1ccccn1)N1CC2(C1)[C@H](c1ccccc1)[C@H](CO)N2C(=O)C1CCCCC1	-1.8
C[C@H](NC(=O)C[C@@H]1C[C@@H]2c3cc(NS(=O)(=O)c4ccc(F)cc4)ccc3O[C@@H]2[C@H](CO)O1)c1ccccc1	-1.3
O=C1CN(Cc2ccccc2)C[C@H]2[C@H](c3ccc(Br)cc3)[C@H](CO)N12	2.73
CO[C@H]1CC[C@@H]2CCOc3c(C#N)cccc3C(=O)N(C)CC3(CCCCC3)CC(=O)N(C)C[C@H]1O2	-0.0526
O=C(NC1CCCC1)N1CC(=O)N2[C@@H](CO)[C@H](c3ccc(-c4cccnc4)cc3)[C@@H]2C1	-4.94*
CCS(=O)(=O)N1CC2(CN(CC3CCOCC3)[C@H](CO)c3c2c2ccc(OC)cc2n3C)C1	-2.57
COc1ccc(-c2ccc([C@@H]3[C@H](C#N)N(C(=O)NC(C)C)[C@H]3CO)cc2)cc1	0.0838
CO[C@@H]1CN(C)C(=O)c2ccc(NC(=O)Nc3ccccc3)cc2OC[C@H](C)N(C(=O)CC2CC2)C[C@H]1C	0.491
CCS(=O)(=O)Nc1ccc2c(c1)C(=O)N(C)[C@@H]1CC[C@H](CC(=O)N3CCN(C)CC3)O[C@@H]1CO2	0.801
O=C(Cc1ccccn1)N1CC(=O)N2[C@@H](CO)[C@H](c3ccc(-c4ccccc4)cc3)[C@@H]2C1	-1.49
COc1ccc(-c2ccc([C@@H]3[C@@H](CO)N4C(=O)CN(C(=O)c5cccnc5)C[C@@H]34)cc2)cc1	0.757
C[C@@H]1CCCCO[C@H](CN(C)Cc2ccc3c(c2)OCO3)[C@H](C)CN([C@H](C)CO)C(=O)c2cc(NS(=O)(=O)c3cn(C)cn3)ccc2O1	1.43
C/C=C/c1cccc(-c2nc(C(=O)NCCN3CCCCC3)cc3c2[C@H](CCO)N([S@@](=O)C(C)(C)C)C3)c1	2.14
Cc1cccc(-c2ccc([C@@H]3[C@@H](CO)N4C(=O)CN(C(=O)c5cnccn5)C[C@@H]34)cc2)c1	-17.5*
C/C=C/c1ccc([C@H]2[C@H](CO)N3C(=O)CN(Cc4ccccc4)C[C@@H]23)cc1	-0.128
CCN(C[C@H]1[C@H](c2ccccc2)[C@@H](CO)N1S(C)(=O)=O)C(=O)C1CCCC1	-0.464
COc1cccc(NC(=O)C[C@@H]2CC[C@H]3[C@@H](COc4ccc(NS(=O)(=O)c5cccc(F)c5)cc4C(=O)N3C)O2)c1	-0.354
N#C[C@H]1[C@H](c2ccc(C3=CCCCC3)cc2)[C@@H](CO)N1C(=O)Cc1ccncc1	2.97
CN1C(=O)c2cc(NS(=O)(=O)c3cccc(F)c3)ccc2OC[C@H]2O[C@@H](CC(=O)NCCN3CCCCC3)CC[C@H]21	0.09
O=C(c1ccc(F)cc1)N1CC(=O)N2[C@@H](CO)[C@H](c3ccc(C#CC4CCCCC4)cc3)[C@@H]2C1	2.86
C[C@@H]1CN([C@@H](C)CO)C(=O)c2cc(NC(=O)NC3CCCCC3)ccc2O[C@H]1CN(C)S(C)(=O)=O	0.748
CCC(=O)N1[C@H](CO)[C@H](c2ccc(C#CC3CCCCC3)cc2)[C@@H]1CNC(C)C	0.143
CCC(=O)N1CC(=O)N2[C@@H](CO)[C@@H](c3ccc(C#CC4CCCCC4)cc3)[C@@H]2C1	1.98

(list continues)
smiles	IDE exosite FP
CCC(=O)N1[C@H](CN(C)C(C)=O)[C@H](c2ccc(-c3ccc(F)cc3)cc2)[C@@H]1CO	1.14
CCS(=O)(=O)NCC[C@@H]1CC[C@H](NC(=O)Nc2cc(Cl)cc(Cl)c2)[C@@H](CO)O1	0.751
CC(C)CC#Cc1ccc([C@@H]2[C@H](CO)N3C(=O)CN(C(=O)Cc4ccccc4)C[C@@H]23)cc1	3.97
CCC(=O)N1CC(=O)N2[C@H](CO)[C@@H](c3ccc(C#CCC(C)C)cc3)[C@H]2C1	0.3
Cc1ccccc1S(=O)(=O)N1CC(=O)N2[C@H](CO)[C@H](c3ccc(C#Cc4ccccc4)cc3)[C@H]2C1	-0.0851
CC(C)NC(=O)N1[C@H](CO)[C@H](c2ccc(-c3ccc(F)cc3)cc2)[C@@H]1C#N	0.0728
CCCC#Cc1ccc([C@H]2[C@@H](CO)N3C(=O)CN(C(=O)NC4CCCC4)C[C@@H]23)cc1	0.0949
C[C@H](CO)N1C[C@H](C)[C@@H](CN(C)S(=O)(=O)c2cn(C)cn2)Oc2c(NC(=O)Nc3ccc(C(F)(F)F)cc3)cccc2C1=O	-0.45
Cc1noc(C)c1NC(=O)N[C@H]1C=C[C@H](CC(=O)Nc2ccc(-c3ccccc3)cc2)O[C@@H]1CO	-1.24
O=C(c1ccccn1)N1CC(=O)N2[C@H](C1)[C@H](c1ccc(C#Cc3ccccc3)cc1)[C@@H]2CO	-6.36*
C[C@@H]1CN([C@@H](C)CO)C(=O)CCCn2nncc2CO[C@@H]1CN(C)Cc1cccc2c1OCCCO2	0.705
C[C@H]1CN([C@@H](C)CO)S(=O)(=O)c2ccc(-c3cccc(C#N)c3)cc2O[C@H]1CN(C)C(=O)c1ccccc1	-0.261
C[C@@H]1CC(=O)N[C@@H](c2ccccc2)C/C=C\C[C@H](c2ccccc2)NC1=O	1.25
O=C1CN(S(=O)(=O)Cc2ccccc2)C[C@@H]2[C@H](c3ccc(C#CCC4CCCC4)cc3)[C@@H](CO)N12	2.23
O=C(Nc1ccc(C(F)(F)F)cc1)N[C@@H]1C=C[C@@H](CC(=O)N2CCCCC2)O[C@@H]1CO	-0.0206
Cc1cccc(-c2ccc([C@H]3[C@H](CO)N4C(=O)CN(C(=O)c5ccccc5)C[C@@H]34)cc2)c1	-7.39*
CO[C@@H]1CN(C)C(=O)c2cc(NC(=O)c3nc4ccccc4s3)ccc2OC[C@H](C)NC[C@@H]1C	-0.141
O=C1CN(S(=O)(=O)Cc2ccccc2)C[C@H]2[C@@H](c3ccc(C#Cc4ccccc4)cc3)[C@@H](CO)N12	-3.46*
C/C=C/c1ccc([C@H]2[C@@H](CO)N(CC3CC3)[C@@H]2CNC(=O)NC(C)C)cc1	2.45
C[C@H](CO)N1C[C@H](C)[C@H](CN(C)C(=O)Nc2ccc3c(c2)OCCO3)OCc2cnnn2CCCC1=O	-1.06

The closing 7 records of the part above come first, to join the parts.
smiles	IDE exosite FP
O=C1CN(S(=O)(=O)Cc2ccccc2)C[C@@H]2[C@H](c3ccc(C#CCC4CCCC4)cc3)[C@@H](CO)N12	2.23
O=C(Nc1ccc(C(F)(F)F)cc1)N[C@@H]1C=C[C@@H](CC(=O)N2CCCCC2)O[C@@H]1CO	-0.0206
Cc1cccc(-c2ccc([C@H]3[C@H](CO)N4C(=O)CN(C(=O)c5ccccc5)C[C@@H]34)cc2)c1	-7.39*
CO[C@@H]1CN(C)C(=O)c2cc(NC(=O)c3nc4ccccc4s3)ccc2OC[C@H](C)NC[C@@H]1C	-0.141
O=C1CN(S(=O)(=O)Cc2ccccc2)C[C@H]2[C@@H](c3ccc(C#Cc4ccccc4)cc3)[C@@H](CO)N12	-3.46*
C/C=C/c1ccc([C@H]2[C@@H](CO)N(CC3CC3)[C@@H]2CNC(=O)NC(C)C)cc1	2.45
C[C@H](CO)N1C[C@H](C)[C@H](CN(C)C(=O)Nc2ccc3c(c2)OCCO3)OCc2cnnn2CCCC1=O	-1.06
Cc1nn(C)cc1NC(=O)C[C@@H]1CC[C@@H]2[C@@H](COc3ccc(NC(=O)c4cccc(F)c4)cc3C(=O)N2C)O1	-0.532
N#Cc1cccc(-c2ccc(C3[C@H]4CNC[C@@H]3N4Cc3cc(-c4ccccc4)on3)cc2)c1 (stereo not given in full)	0.994&2.53
O=C(Cc1ccccn1)N1CC2(C1)[C@@H](c1ccccc1)[C@H](CO)N2C(=O)c1ccncc1	-3.56*
COc1ccc(NC(=O)N2CC(=O)N3[C@H](CO)[C@@H](c4ccc(C5=CCCC5)cc4)[C@H]3C2)cc1	3.15
COCC(=O)N1[C@H](C#N)[C@H](c2ccccc2)[C@@H]1CO	5.65
CO[C@@H]1CC[C@H]2CCOc3ccc(C#N)cc3C(=O)N(C)[C@@H](C)C(=O)N(C)C[C@@H]1O2	2.28
CC(C)C#Cc1ccc([C@H]2[C@@H](CO)N3C(=O)CN(C(=O)Cc4ccccc4)C[C@H]23)cc1	-0.33
O=C(c1ccccc1F)N1CC(=O)N2[C@H](C1)[C@@H](c1ccc(-c3ccccc3)cc1)[C@@H]2CO	-3.25*
N#C[C@H]1[C@H](c2ccc(-c3cccc(F)c3)cc2)[C@H](CO)N1S(=O)(=O)c1cccc(F)c1	0.21
COc1ccc(-c2ccc(C3[C@H]4CNC[C@@H]3N4S(=O)(=O)Cc3ccccc3)cc2)cc1 (stereo not given in full)	0.067
OC[C@H]1[C@@H](c2ccc(-c3ccc(F)cc3)cc2)[C@H]2CN(CCC(F)(F)F)CCCCN21	1.66
CCCN(C[C@H]1[C@H](c2ccccc2)[C@@H](CO)N1C(C)=O)C(=O)NC(C)C	4.89
COCC#Cc1ccc([C@@H]2[C@@H](CO)N3C(=O)CN(C(=O)Nc4ccccc4F)C[C@H]23)cc1	-1.67
CCc1cnc(N2[C@H](C#N)[C@@H](c3ccccc3)[C@@H]2CO)s1	3.67
O=C(c1ccc(F)cc1)N1CCCCN2[C@H](CO)[C@H](c3ccc(C#CC4(O)CCCC4)cc3)[C@@H]2C1	1.62

An excerpt of these results, with values ahead of the structure:
IDE exosite FP	mol
1.62	O=C(c1ccc(F)cc1)N1CCCCN2[C@H](CO)[C@H](c3ccc(C#CC4(O)CCCC4)cc3)[C@@H]2C1
4.89	CCCN(C[C@H]1[C@H](c2ccccc2)[C@@H](CO)N1C(C)=O)C(=O)NC(C)C

Bioassay records as filed in PubChem.

The list is partial; the hit share may differ from the screen's.
